# Compound activity: PubChem BioAssay, National Center for Advancing Translational Sciences (NCATS)
# DT40 TDP1 CPT = DT40-hTDP1 cell growth loss with CPT; chicken DT40 Tdp1-/-;hTDP1 cells + 20 nM CPT, ATP luminescence, 48 h; Potency, µM (top dose mostly 46.2 µM), for the others: at the highest dose activity change, negative = growth inhibition, hits mostly inhibitors; 420,000 tested, 12% active; AID 686979; further: nearly all actives have a fitted effect of over 55% in size
#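 Chicken DT40 Tdp1-/- cells stably complemented with human TDP1 were seeded at 400 cells/well in medium containing 20 nM camptothecin, exposed to pin-transferred compounds, and grown at 37 °C for at least 48 hr. Viability was read as ATP luminescence.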
# FEN1 inh = inhibitors of human flap endonuclease 1. Potency, µM (top dose mostly 114 µM), for inactives: at the top dose activity change, negative = inhibition, actives largely listed as inhibitors. Recombinant FEN1 flap cleavage, fluorescence, 15 min. 390,000 tested, 0.35% active; further: nearly all actives have a fitted effect of over 65% in size
# Target sequence (P39748 whole entry, looked up): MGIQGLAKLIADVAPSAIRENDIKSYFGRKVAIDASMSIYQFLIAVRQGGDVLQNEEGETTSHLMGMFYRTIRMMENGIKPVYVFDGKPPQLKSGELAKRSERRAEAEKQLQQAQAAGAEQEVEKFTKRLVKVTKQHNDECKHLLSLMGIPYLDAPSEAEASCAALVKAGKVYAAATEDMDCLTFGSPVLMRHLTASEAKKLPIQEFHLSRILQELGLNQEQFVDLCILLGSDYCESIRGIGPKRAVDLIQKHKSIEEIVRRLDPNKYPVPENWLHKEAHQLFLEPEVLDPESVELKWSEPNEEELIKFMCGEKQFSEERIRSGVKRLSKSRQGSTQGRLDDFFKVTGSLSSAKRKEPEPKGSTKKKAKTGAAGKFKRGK
#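 In this screen, 50 nM flap DNA substrate was added to 10 nM FEN1 pretreated with compound for 15 min at room temperature; cleavage was followed with reads at 0 and 15 min, and Hill fitting gave concentration–response parameters.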
# KAT2A inh = inhibitors of human GCN5L2 histone acetyltransferase; Potency, µM (doses to about 58.9 µM), without a hit: at the highest dose activity change, negative = inhibition, hits mostly inhibitors; Q92830; AID 504327; 390,000 tested, 0.21% active; GCN5L2 HAT assay, ThioGlo1 CoA-SH fluorescence
#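 Compounds, pin-transferred from DMSO stocks, meet 20nM GCN5L2 for 15 min before the reaction begins with H3(1-25) peptide (75uM) and acetyl-CoA (70uM). Thiol-reactive ThioGlo1 reports CoA release over 20 min at room temperature.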
# Numbers without * were called inactive; ? = inconclusive; . = not tested or not shown; & = joins results of further samples; [ ] = another dose, or the depositor's remark. The call rests on the fitted dose curve; in most records, active means well fitted curve in the direction sought with a large enough effect; inconclusive means small, poorly fitted or top-dose-only effect, or another doubt; inactive means no such curve, though single readings can be large; an effect the other way counts as inactive or inconclusive. On the % scale 0 is the no-effect control and ±100 the full control effect; potency means the concentration at half of the fitted maximal effect.
SMILES,DT40 TDP1 CPT,FEN1 inh,KAT2A inh
O=C(OCn1nnc2ccccc2c1=O)C1CCN(S(=O)(=O)c2cccs2)CC1,-20.4%,2.1%,-3.4%
CC(C)c1nnc(N2C(=O)C(O)=C(C(=O)c3cccs3)C2c2ccccc2)s1 (stereo not given),-16.9%,3.0%,-12.8%
CC1=CC2=NC(=O)/C(=C\c3cc(C)n(-c4ccccc4F)c3C)C(=N)N2O1,-16.6%,-10.3%,-21.5%
CCOC(=O)c1ccc(NC(=O)CSc2nccn2Cc2ccc(OC)cc2)cc1,14.6µM*,-5.7%,-2.5%
O=C(CCC1CCCC1)Nc1cc(C(F)(F)F)ccc1N1CCOCC1,?,9.5%,-2.3%
COc1cc(NC(=O)COC(=O)CCCC2=NS(=O)(=O)c3ccccc3N2)cc(OC)c1,0.1%,-14.1%,-2.5%
O=C(CSCc1ccccc1Cl)NCc1ccc(Cl)c(Cl)c1,?,8.8%,-4.4%
COc1ccc(NC(=S)N2CCCC(c3nc4ccc(C)cc4[nH]3)C2)cc1 (stereo not given),5.0%,-12.5%,-17.9%
COc1ccc2oc(C(=O)NCC3CCCO3)c(C)c2c1 (stereo not given),8.3%,-6.7%,-4.7%
COc1ccc(CNC2CCCc3ccccc32)cc1OC (stereo not given),?,30.6%[activator],0.8%
O=C1c2ccccc2C(=O)N1CCCCCc1nc(-c2ccccc2)no1,-25.3%,-20.0%,-13.6%
Cc1cc(C)n(-c2ccc(NC(=O)C3CCCCN3C(=O)c3cccs3)cc2)n1 (stereo not given),-10.8%,-17.6%,3.3%
O=[N+]([O-])c1cccc(/C=N/n2c(-c3cccnc3)n[nH]c2=S)c1,?,-5.1%,-1.9%
CCC(C)[C@H](NC(=O)C1CC(=O)N(c2ccc(OC)cc2)C1)C(=O)N1CCCCC1 (stereo not given in full),5.8%,-12.5%,-3.7%
COc1ccc(NS(=O)(=O)c2ccc(OC)c(NC(=O)CCC3CCCC3)c2)cc1,?,-9.6%,-7.3%
Cn1nc(C(C)(C)C)c([N+](=O)[O-])c1C(=O)NC1CCCCC1,-0.3%,5.4%,-1.1%
CCOC(=O)CNC(=O)C(CC(C)C)NC(=O)C1CCCCC1 (stereo not given),-14.2%,-16.2%,-1.7%
CCOc1ccc(N2CC(C(=O)Nc3cc(S(=O)(=O)N4CCCCC4)ccc3C)CC2=O)cc1 (stereo not given),?,-1.4%,-7.5%
O=C(COc1ccccc1/C=C\c1nc(O)c([N+](=O)[O-])c(=O)[nH]1)Nc1ccccc1,0.0%,-22.1%,-5.9%
Cc1cccc(NC(=O)c2ccc(S(=O)(=O)N3CCOCC3)cc2)c1C,7.5%,0.1%,-5.1%
O=C(CCl)Nc1cn(-c2ccccc2)nc1-c1ccccc1,2.91µM*,12.3%,-10.1%
Cc1cccc(C)c1NC(=O)[C@@]1(CC(=O)O)CC(/C=C/c2ccccc2)=NO1,-15.1%,4.8%,-9.6%
CCCNC(=O)C1(CC2CC(c3ccccc3)=NO2)CCN(C(=O)Cc2ccc(F)cc2)CC1 (stereo not given),?,-4.2%,.
CC(=NNC(=O)c1cccs1)c1ccc2c(c1)OCCO2,?,12.4%,-3.6%
C=CCN1CN=C(NS(=O)(=O)c2ccc(NC(C)=O)cc2)NC1,-3.1%,19.7%,-0.1%
# New compounds follow
SMILES,DT40 TDP1 CPT,FEN1 inh,KAT2A inh
CC(C)c1nc2cc(C(=O)NC(C)c3cnn(C)c3)ccc2o1 (stereo not given),4.7%,-3.2%,-9.5%
CCOCCc1nn2c(=O)cc(COC(=O)CNC(=O)c3ccc(F)cc3)nc2s1,5.1%,10.7%,-0.2%
CC(C)Cn1c(-c2csc3c2CCCC3)n[nH]c1=S,-20.1%,0.2%,-19.6%
CCn1c(SCC(=O)Nc2cc(C)ccc2F)nnc1-c1ccccc1O,?,-1.3%,-5.9%
CCCCc1cc(=O)oc2c(C)c(OCC(=O)N3C[C@H]4C[C@@H](C3)c3cccc(=O)n3C4)ccc12,?,21.4%,14.4%
O=C(/C=C/c1cccc([N+](=O)[O-])c1)N1CCOCC1,-3.6%,6.2%,-4.6%
CNc1nc(-c2ccccc2)[n+](-c2ccc(C)cc2)s1,3.26µM*,2.8%,7.94µM*
CCCCCCNC(=O)CCNS(=O)(=O)c1ccc(C)cc1,?,-8.6%,-5.0%
COC(=O)c1ccc(N2CCN(C)CC2)c(NC(=O)c2ccc(Br)o2)c1,?,-11.3%,-0.1%
O=C(O)C1C2C=CC(O2)C1C(=O)Nc1cccc(C(F)(F)F)c1 (stereo not given),-1.9%,-1.7%,-15.6%
Cc1nn(C(=O)N2CCOCC2)c(C)c1CN1C(=O)c2ccccc2C1=O,-15.9%,9.0%,.
CC(C)NC(=O)CCc1nnc(Cc2cccc(C(F)(F)F)c2)o1,-9.0%,4.2%,-3.1%
COc1ccc(COC(=O)C2CC(=O)N(Cc3ccc(C)cc3)C2)cc1 (stereo not given),-20.3%,1.5%,0.0%
CSCC[C@H](NC(=O)Nc1cccc(Br)c1)C(=O)O,-3.5%,3.2%,-2.9%
O=C1NC[C@@H](Cc2cccc3ccccc23)N(CCCCC2CCCCC2)C1=O,-21.9%,?,-15.3%
Cc1ccc(C(=O)NC(=S)Nc2ccccc2C(F)(F)F)c(C)c1,-21.9%,-28.6%,-3.1%
Cc1ccc(NC(=O)C2CCN(S(=O)(=O)c3c(C)[nH]c(=O)[nH]c3=O)CC2)cc1,3.0%,-3.3%,-1.3%
COc1ccc(-n2c(SCC(=O)NCC3CCCO3)nc3c(c2=O)SC(C)C3)cc1 (stereo not given),-4.2%,-2.9%,0.1%
COc1ccc(C(=O)Nc2cc(OC)cc(OC)c2)cc1,?,-5.1%,-2.9%
c1ccc(-c2cc3c(nn2)CCc2nonc2-3)cc1,-2.8%,-0.4%,-3.9%
CCCNC(=O)N1CCN(S(=O)(=O)c2ccc(C)cc2)CC1,-19.5%,1.0%,23.6%
CCNS(=O)(=O)c1ccc(NC(=O)CC(C)c2ccccc2)cc1 (stereo not given),-3.4%,9.4%,2.9%
COc1ccc(NC(=O)C(Cc2ccccc2)NC(=O)c2ccco2)cc1OC (stereo not given),-4.1%,-9.5%,.
O=C(N/N=C\c1cccc(OC(=O)c2ccco2)c1)c1ccc2c(c1)OCO2,?,-14.9%,-3.4%
CCOC(=O)CC1C(=O)NCCN1C(=O)c1ccc(Cl)cc1Cl (stereo not given),20.2%,4.7%,14.1%
# Later entries.
SMILES,DT40 TDP1 CPT,FEN1 inh,KAT2A inh
Cc1cc(C)n(-c2ccc(C(=O)O)cc2)n1,-9.7%,-0.8%,5.7%
Cc1ccccc1NC(=O)CSc1nc(-c2ccccc2C)nc2cc(=O)[nH]n12,-10.0%,-2.5%,28.2%
O=C(c1ccc(C(F)(F)F)cc1)N1CCCCC1,-1.1%,-4.9%,5.6%
Cc1cc(NC(=O)c2cccs2)n(-c2ccccc2)n1,-4.3%,-0.3%,-11.6%[0.501 µM]
CC(NC(=O)COc1ccccc1)C(=O)N1CCN(c2ccc(F)cc2)CC1 (stereo not given),?,9.0%,1.1%
CCOC(=O)C1=C(c2ccccc2)Nc2ncnn2C1c1cccc(O)c1 (stereo not given),-18.8%,12.2%,-2.5%
N[C@]1(C(=O)O)CCc2cc(P(=O)(O)O)ccc21,-118.0%,.,-19.2%[0.501 µM]
CCC1CCC(C(=O)NC(C(=O)Nc2cccc(OC)c2)C(C)C)CC1 (stereo not given),-26.1%,-3.0%,-6.5%
Cc1ccc(C(C)C)c(OCCCn2c(=O)oc3ccc(C)cc32)c1,?,-16.5%,-12.7%
O=C(Nc1cccc(Br)c1)c1ccccc1-c1ccccc1,?,-14.0%,-6.5%
CC12CCC(C(=O)N(NC(=O)c3cccnc3)C1=O)C2(C)C (stereo not given),-9.0%,-3.1%,-1.9%
Cc1ccc(/C=N/NC(=O)c2ccncc2)s1,6.51µM*,0.4%,1.9%
O=C(O)c1[nH]c2ccccc2c1C(c1ccccc1)c1c(C(=O)O)[nH]c2ccccc12,18.1%,-3.9%,-11.0%
Cc1cc(C)cc(OCCCOc2cccc3cccnc23)c1,29.1µM*,-13.6%,0.0%
CCOc1ccc(N2C(=O)CC(SCCN)C2=O)cc1 (stereo not given),-0.7%,0.9%,9.0%
COC(=O)C1=C(CSc2nccn2C)NC(=O)NC1c1cc(C)ccc1C (stereo not given),?,-4.1%,-2.3%
COc1ccc(C(F)(F)F)cc1N/C=C\c1nnnn1-c1ccccc1,?,-2.9%,-9.8%
Cc1ccc(-n2ncc3c(NC4CCCCCC4)ncnc32)cc1Cl,?,-23.7%,-1.7%
COC(=O)C(NC(=O)c1ccccc1)=C1C=C(C)OC(C)=C1,-6.2%,5.5%,-17.1%
COc1ccc(Br)cc1/C=C/c1ccc2cccc(O)c2n1,?,-11.8%,-16.3%
COc1cc(NC(=O)c2ncn(-c3ccccc3)n2)cc(OC)c1,?,11.9%,-14.5%
CCOC(=O)/C=C1\NC(=O)C(C)S1 (stereo not given),-21.1%,-6.2%,-4.9%[0.501 µM]
COc1ccc(CN2[C@@H](CC(=O)O)c3ccc(/C=C/C(=O)O)cc3S2(=O)=O)cc1,?,-15.6%,.
COc1ccc(NC(=O)Nc2cnccn2)cc1OC,-9.4%,12.1%,-4.5%
Cc1ccc(C2C3=C(CC(C)(C)CC3=O)NC3=C2C(=O)CC(C)(C)C3)o1,?,0.2%,0.0%
# Carrying on.
SMILES,DT40 TDP1 CPT,FEN1 inh,KAT2A inh
COc1cc(CN2CCCC(CO)(Cc3ccccc3C)C2)cc2c1OCO2 (stereo not given),14.6µM*,-12.8%,12.1%
CCOc1ccc(NC(=O)Nc2cccs2)cc1,10.3µM*,-11.1%,-3.0%
O=C(COC(=O)c1ccccn1)Nc1nccs1,2.2%,-2.9%,-2.6%
CC1CCN(S(=O)(=O)c2ccc3c(ccn3CC(=O)NCc3ccccc3F)c2)CC1,20.6µM*,5.7%,-17.5%
CC1(C)CNC(=O)c2sc(NC(=O)c3ccccc3)nc2C1,?,-9.3%,-5.7%
COc1cccc(Cn2c(=O)c(-c3cccs3)nc3cnc(N4CCNCC4)nc32)c1,?,.,?
CCCNC(=O)c1ccc(Cn2c(SCC(=O)NC(C)C)nc3ccccc3c2=O)cc1,-17.7%,-7.4%,-6.2%
Cc1ccc(OCC(=O)N(C)CC(=O)Nc2ccc(F)c(F)c2F)cc1,-25.1%,-1.0%,-5.4%
Cc1nn(C(C)C(=O)NCc2ccccc2F)c(=O)c2nn(-c3ccccc3)c(C)c12 (stereo not given),-4.8%,-1.9%,-0.5%
Cc1ccc(N/N=C(\C#N)C(N)=S)cc1C,10.3µM*,-12.3%,-20.6%
CCOC(=O)C1CCN(C(c2cccc(F)c2)c2sc3nc(C)nn3c2O)CC1 (stereo not given),-5.6%,-5.3%,-1.5%
COc1ccc(C2CC(=O)Oc3c(C(CCN4CCOCC4)c4cc(OC)c(OC)c(OC)c4)c(OC)cc(OC)c32)cc1 (stereo not given),?,-2.9%&3.3%,-9.7%
Cc1c([N+](=O)[O-])cc(C(=O)Oc2cccc(C(=S)N3CCOCC3)c2)cc1[N+](=O)[O-],-8.6%,13.6%,-3.8%
CC1(C(=O)O)CCC(C(=O)N2CCOCC2)C1(C)C (stereo not given),0.2%,-12.8%,1.7%

# This is a subset, so the mix of outcomes need not match the whole.
